ADAM10 inh – human ADAM10 inhibitors, primary screen, biochemical, QFRET, HTS; Disintegrin and metalloproteinase domain-containing protein 10 (Homo sapiens), O14672; recombinant ADAM10, EDANS/DABCYL FRET peptide cleavage, 3 h; inhibition, % at 7 µM; 370,000 tested, 0.62% active; AID 720582, 2013;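 active = inhibition above a per-campaign cutoff equal to the mean of compounds falling between control-based bounds plus 3 SD, cut at about 20% in these data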;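 also: 0% = DMSO wells while the 100% control is not disclosed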
DAX1 inh-1 – DAX1 (NR0B1) inhibitors, primary screen, cell-based, HEK293, Gal4-DAX1, luciferase luminescence; HEK293 Gal4-DAX1 luciferase reporter; inhibition, % at 6.75 µM; 340,000 tested, 0.99% active; AID 504766, 2011;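 active = inhibition above the mean over all tested compounds plus 3 SD, cut at about 4.2% in these data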;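 also: 0% = DAX1-transfected cells with DMSO and 100% = empty-vector control cells with DMSO; inhibition shows as a rise in luminescence from relieved DAX1 repression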
Target sequence (P51843 207-470 limits assumed): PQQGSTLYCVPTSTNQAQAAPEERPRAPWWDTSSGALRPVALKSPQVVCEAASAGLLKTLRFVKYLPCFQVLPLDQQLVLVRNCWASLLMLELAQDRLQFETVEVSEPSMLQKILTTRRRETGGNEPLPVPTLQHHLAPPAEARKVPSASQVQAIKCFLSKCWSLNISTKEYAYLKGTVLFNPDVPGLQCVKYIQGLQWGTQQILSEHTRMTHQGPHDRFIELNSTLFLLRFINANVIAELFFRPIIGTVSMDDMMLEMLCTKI
FXN GAA850 act – FXN promoter activators, primary screen, cell-based, luciferase luminescence, HEK293 lucGAA850; activation, % at 6 µM; 360,000 tested, 0.56% active; HEK293 lucGAA850 FXN promoter luciferase reporter, 24 h; percent of 10 µM SAHA response;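 active = activation above the average of all compounds screened plus 3 SD, cutoff fixed separately per campaign, cut at about 7.5% in these data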;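 also: 0% = DMSO wells and 100% = 10 µM SAHA wells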
hgDAF-12 ag – H. glycines DAF-12 receptor agonists, primary screen, cell-based, luminescence, HEK293, GAL4 fusion, UAS-luciferase; HEK293 GAL4-hgDAF12 UAS-luciferase reporter, agonist luminescence; normalized to butyrate control; activation, % at 6.8 µM; 370,000 tested, 1.8% active; Nuclear hormone receptor DAF-12 (Heterodera glycines), GAL4 fusion;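 active = activation above a cutoff set at the mean of all screened compounds plus 3 SD, cut at about 10% in these data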;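 also: 0% = DMSO wells and 100% = sodium butyrate wells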
ssDAF12 agonist – S. stercoralis DAF-12 nuclear receptor activators, primary screen, cell-based, luminescence, HEK293, GRIP1 co-expression, lit1-tk-luc. Nuclear hormone receptor DAF-12 (Strongyloides stercoralis). HEK293 ssDAF-12/GRIP1 lit1-tk-luc reporter; % of 3 µM dafachronic acid response. activation, % at 6.8 µM. 370,000 tested, 1% active. AID 652126, 2013;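 active = activation above the mean over all tested compounds plus 3 SD, cut at about 0.9% in these data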;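 also: 0% = DMSO-only wells and 100% = 3 µM delta7-dafachronic acid wells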
DAX1 inh-2 – DAX1 (NR0B1) inhibitors on StAR promoter, primary screen, cell-based, luminescence, SF-1 (NR5A1), full-length DAX-1 | HEK293T StAR-luciferase reporter, SF-1/DAX-1 repression relief | inhibition, % at 6.8 µM | 370,000 tested, 1.1% active | AID 652010, 2013;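 active = inhibition above the mean over all tested compounds plus 3 SD, cut at about 3.6% in these data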;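 also: 0% = DAX-1 cells with DMSO and 100% = cells lacking DAX-1 with DMSO; higher inhibition means more luminescence from relief of DAX-1 repression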
ADAM17 inh – ADAM17 inhibitors, primary screen, biochemical, QFRET; 370,000 tested, 0.83% active; recombinant ADAM17, EDANS/DABCYL FRET peptide cleavage; inhibition, % at 6.95 µM; Disintegrin and metalloproteinase domain-containing protein 17 (Homo sapiens), P78536; AID 720648, 2013;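 active = inhibition above the mean of compounds lying between control limits plus 3 SD, set per campaign, cut at about 8.5% in these data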;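 also: 0% = DMSO-only wells as the low control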
Target sequence (P78536 215-824 limits assumed): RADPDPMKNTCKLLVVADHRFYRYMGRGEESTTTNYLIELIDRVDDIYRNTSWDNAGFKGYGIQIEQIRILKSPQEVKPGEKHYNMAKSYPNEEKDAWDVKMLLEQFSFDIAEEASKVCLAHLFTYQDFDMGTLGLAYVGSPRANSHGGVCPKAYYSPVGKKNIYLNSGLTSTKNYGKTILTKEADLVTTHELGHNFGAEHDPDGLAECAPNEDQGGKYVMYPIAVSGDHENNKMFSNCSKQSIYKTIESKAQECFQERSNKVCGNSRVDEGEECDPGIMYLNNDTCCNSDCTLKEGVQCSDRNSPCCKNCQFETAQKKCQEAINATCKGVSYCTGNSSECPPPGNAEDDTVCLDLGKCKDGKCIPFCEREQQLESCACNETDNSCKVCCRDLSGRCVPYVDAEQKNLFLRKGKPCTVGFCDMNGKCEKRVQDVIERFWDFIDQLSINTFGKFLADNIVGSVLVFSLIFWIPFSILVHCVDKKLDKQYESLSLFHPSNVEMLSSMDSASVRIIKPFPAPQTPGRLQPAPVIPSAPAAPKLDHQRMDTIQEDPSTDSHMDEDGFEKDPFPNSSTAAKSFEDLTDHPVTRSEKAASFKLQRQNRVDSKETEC
hcDAF12 agonist – H. contortus DAF-12 nuclear receptor activators, primary screen, cell-based, luminescence, HEK293, lit1-tk-luc reporter. HEK293 hcDAF-12 lit1-tk-luc reporter; 0% DMSO, 100% Δ7-dafachronic acid. activation, % at 6.8 µM. 370,000 tested, 1.4% active. AID 652067, 2013;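 active = activation above the mean of all tested compounds plus 3 SD, cut at about 5.5% in these data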;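 also: 100% = response to 3 µM Δ7-dafachronic acid high control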
SMARCA2 activ – SMARCA2 (BRM) function activators, primary screen, cell-based, luminescence, high throughput; MG213 cells, MMTV-luciferase reporter, dexamethasone, overnight; activation, % at 9.1 µM; 370,000 tested, 1% active; in the data active = activation above about 7.8%;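 also: 0% = vehicle wells and 100% = reference activator wells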
PG9 Ab binder – binders of HIV-1 gp120 antibody PG9, primary screen, biochemical, TR-FRET. HIV-1 gp120 / PG9 antibody interaction. TR-FRET gp120-PG9 antibody binding. inhibition, % at 6.7 µM. 360,000 tested, 0.43% active. AID 624416, 2012; in the data active = inhibition above about 8.5%
GC-A act – GC-A stimulated cGMP production enhancers – HEK293 GC-A cells, cGMP TR-FRET, EC30 ANP, primary screen. Atrial natriuretic peptide receptor 1 (Homo sapiens), P16066. 0% at EC30 ANP, 100% saturating ANP. activation, % at 10 µM. 370,000 tested, 0.14% active. AID 1671463, 2021; in the data active = activation above about 40%
Active calls of the source: *; i = inactive; / = not tested or not shown.

SMILES	ADAM10 inh	DAX1 inh-1	FXN GAA850 act	hgDAF-12 ag	ssDAF12 agonist	DAX1 inh-2	ADAM17 inh	hcDAF12 agonist	SMARCA2 activ	PG9 Ab binder	GC-A act
CC(NC(=O)CSc1nnnn1C1CC1)c1ccccc1Br (stereo not drawn)	2	-0.7	-2.5	0.3	-1.0	-3.3	0	-0.9	3	-1.2	-1
O=C(Nc1ccc(S(=O)(=O)N2CCCC2)cc1)c1cccs1	-6	1.1	-0.5	-1.6	-1.2	-0.4	-7	-1.2	-2	0.2	0
S=c1[nH]nc(-c2ccco2)n1/N=C/c1ccc(Cl)c(Cl)c1	-4	-1.7	0.2	1.4	-0.8	-0.2	3	0.5	-2	0.5	1
O=[N+]([O-])c1ccc(OCCCCN2CCc3ccccc3C2)cc1	5	-0.1	1.7	0.6	-0.4	-0.3	1	-0.3	1	-2.1	-1
Cc1c(C=Nc2ccc(S(=O)(=O)N(C)C)cc2)c(O)[nH]c(=O)c1C#N	-11	-0.5	1.6	-0.8	-1.9	-0.2	-3	-1.1	0	0.4	2
O=C(O)c1ccc(CSc2nc3c(c(=O)[nH]2)CCC3)cc1	-15	/	1.1	-1.7	-0.7	2.9	-5	-0.9	-7	1.6	1
CN1CCN(S(=O)(=O)c2cccc(C(=O)N(Cc3nnc(-c4ccccc4Cl)o3)C3CC3)c2)CC1	-13	0.4	0.8	2.4	-1.2	-0.1	-3	-1.9	-2	-2.0	1
CCOC(=O)c1c(NC(=O)CC(C)C)sc(C(C)=O)c1C	4	0.2	1.8	0.9	-1.4	-0.5	-1	-2.2	-3	2.1	3
Cc1cc(C)c2c3c(sc2n1)C(=O)N(C)CC(=O)N3	4	-0.5	-0.6	0.0	-1.0	-0.9	-5	-1.7	-3	-1.7	5
COCCn1c(SCc2ccc(F)cc2)nc2c1c(=O)[nH]c(=O)n2C	0	-0.9	2.9	-0.5	-0.8	-0.1	-1	-1.8	-2	-0.9	1
CC(C)CNC(=O)OCc1cn(Cc2cccc(Cl)c2)nn1	4	/	/	-4.0	-1.1	0.0	0	-1.6	-1	/	3
Cc1cc(C)cc(-n2c(C)cc(/C=N/NC(=O)CN(c3c(C)cccc3C)S(C)(=O)=O)c2C)c1	8	-0.8	-0.3	-0.1	-1.3	0.0	2	1.9	-1	-1.3	-1
CN(C)S(=O)(=O)c1cccc(NC(=O)CCCc2nc3ccccc3c(=O)[nH]2)c1	-10	0.9	0.5	1.1	-0.6	0.9	1	-0.6	-3	-1.2	0
CCCOc1ccc(NC(=O)C2CCCNC2=O)cc1 (stereo not drawn)	-2	0.8	-1.2	2.3	-1.1	0.4	-7	-1.3	-1	2.3	2
COc1cc(CN2CCCCCC2)c([N+](=O)[O-])cc1OC	-2	-0.5	0.1	1.4	-1.2	-0.4	-5	-1.1	2	1.3	2
Cc1c(C)c2c(OCC(=O)Nc3ccc(CCO)cc3)cc3c(c2oc1=O)CCC(C)(C)O3	i	-0.8	2.2	5.2	-1.6	-1.2	i	0.3	1	1.2	13
Cc1cc(S(=O)(=O)NC2CCCC2)ccc1-n1cnnn1	4	0.1	-0.6	-1.1	-0.2	0.0	0	0.1	-3	-1.3	0
CCOC(=S)SCC(=O)Nc1nccs1	-1	1.1	-2.3	2.0	0.0	-0.2	-6	0.5	-2	-1.0	-2
CC1COC(=C2C(=O)OCC2C)C1 (stereo not drawn)	3	1.4	-0.5	-2.9	-0.7	1.0	0	0.2	1	-1.6	2
COc1ccccc1NC(=O)C1CCCN(S(=O)(=O)c2ccc(-n3cnnn3)cc2)C1 (stereo not drawn)	-1	-0.6	-0.3	-1.0	-0.8	-0.3	-5	-1.2	-1	0.2	3
CCOc1ccc(NC(=O)C2CCCN(c3cnccn3)C2)cc1 (stereo not drawn)	-23	-1.4	1.5	-0.5	-1.3	-0.1	-11	3.7	0	0.9	-3
Cc1c(Cl)c([N+](=O)[O-])nn1CC(=O)N1CCCc2ccccc21	-1	-0.3	1.7	-0.3	0.0	0.6	-1	2.7	-1	-1.3	5
O=c1ccnc(SCCc2ccc([N+](=O)[O-])cc2)[nH]1	3	1.4	2.2	1.9	-1.8	-0.2	-4	-2.2	-2	1.3	1
CCCCCNCC(=O)Nc1cc(C(F)(F)F)ccc1OCCOC	-1	1.3	0.7	0.3	-1.1	0.3	2	-0.4	1	0.3	-9
CCOc1ccc(S(=O)(=O)N2CCCCC2)cc1NC(=O)c1c(CC)noc1C	0	1.1	-0.3	2.2	-1.4	0.7	-3	-2.2	-1	0.6	-2
O=C(CN1CCOCC1)NNc1c2ccccc2nc2ccccc12	-265	3.0	2.3	-0.8	-1.7	0.7	-111	-1.0	-1	-20	-7
COc1ccc(NC(=O)CSc2nnc(-c3ccco3)c(-c3ccco3)n2)cc1OC	0	-0.2	3.1	-1.5	-1.0	-0.2	0	-0.2	1	-2.4	4
O=C(CCc1nnc2n(Cc3ccccc3)c(=O)c3ccccc3n12)NCCCN1CCCCC1	0	-0.1	2.1	2.2	-1.3	0.3	-2	-0.5	3	-2.7	5
O=C(NNc1nc2ccccc2s1)c1ccc(F)cc1	-4	-0.1	1.9	3.3	2.1*	0.3	-3	9.6*	-1	-1.2	-5
CNC(=O)c1sc(Nc2cc(C)ccc2C)nc1C	8	0.7	0.0	-0.2	-1.5	-0.6	0	-2.1	3	0.0	-1
CN(C)S(=O)(=O)c1cccc(C(=O)NC(=S)N(CCC#N)Cc2cccnc2)c1	-3	-0.1	0.1	2.6	-1.4	0.1	-5	-1.0	0	2.0	3
COCCn1c(SCc2nc3cc(OC)c(OC)cc3c(=O)[nH]2)nnc1-c1ccncc1	9	0.8	-0.7	0.5	-1.3	0.3	-3	0.2	1	0.8	-3
COC(=O)[C@@]12C[C@@H](CC(=O)NCc3cccs3)C(=O)N(Cc3ccco3)C1=CCC(C)(C)C2	1	/	/	2.7	-0.9	-0.9	1	-1.5	1	0.2	0
O=[N+]([O-])c1ccc(COc2cccc3cccnc23)cc1	-5	0.2	3.6	7.2	-0.2	0.0	0	-0.8	0	0.5	-4
Cc1cc(NC(=O)COC(=O)c2c(Cl)cccc2Cl)no1	4	-1.9	-6.3	-6.5	-2.0	0.6	1	-2.3	2	1.3	3
COc1cc(F)c(S(=O)(=O)N2CCCN(S(=O)(=O)c3cccc(N)c3)CC2)c(F)c1	-3	/	/	6.5	-0.8	/	-3	3.0	/	/	2
ONC(=Nc1ccc(Cl)cc1)c1ccccc1	1	0.1	0.1	-2.1	-1.0	0.4	0	0.6	-1	-1.4	2
CCn1cc(C(=O)NCc2ccco2)c(=O)c2cc(S(=O)(=O)N3CCCCCC3)ccc21	1	-0.7	-2.0	-1.1	-2.0	-0.9	0	-1.2	-2	0.9	3
C[C@H]1CN([C@@H](C)CO)C(=O)c2cc(Br)cnc2O[C@H]1CN(C)S(=O)(=O)c1ccccc1F	-5	0.1	-0.3	-3.0	-0.7	0.2	-3	-2.4	4	-0.9	-3
CC1=C(C(=O)N(C(C)C)C(C)C)CC(CC(=O)NC2CCCC2)C(=O)N1CCCN1CCCC1=O (stereo not drawn)	0	/	/	0.7	-1.0	-0.7	0	-0.8	-6	-0.1	1
COc1cccc(/C=N/NC(=O)c2cc3c(OC)cccc3[nH]2)c1OC	-23	-1.4	-0.7	-5.7	-1.3	-0.8	-9	-0.5	-4	-2.2	8
CCc1nc2ccc(C(=O)NCCCN3CCN(c4ccccc4F)CC3)cc2nc1CC	-6	0.8	0.6	-1.1	-1.3	-0.6	1	-1.5	-1	-1.3	1
CCn1cc(/C=N\NC(=O)Cc2ccc([N+](=O)[O-])cc2)c(C)n1	0	-1.5	-2.0	-0.5	-1.1	0.1	1	0.4	-3	-1.3	-3
Cc1ccc(S(=O)(=O)c2nc(-c3ccccc3Cl)oc2NCCCN2CCOCC2)cc1	-1	0.3	2.1	0.9	-0.8	0.6	1	-0.5	0	-1.3	7
CCOC(=O)C1(Cc2cccc(F)c2)CCN(CC(O)CO)CC1 (stereo not drawn)	-1	3.2	1.2	0.4	-0.8	-0.4	-5	-2.2	-1	-2.4	4
COc1ccc(C)cc1S(=O)(=O)N(CC(=O)N1CCOCC1)Cc1ccccc1	1	-0.7	1.0	1.8	-2.1	0.1	-3	-1.6	0	0.2	-6
CCOC(=O)CSc1nnc(CNC(=O)c2ccc(OC)cc2OC)n1C	4	-0.7	2.5	-1.8	-1.0	0.2	-3	-0.3	4	-4.4	3
Cc1ccc(CN2CCC2(C)C(=O)NC(C)C)cc1 (stereo not drawn)	2	/	1.4	-1.3	-1.3	1.0	-5	-0.9	1	-1.2	1
CCOC(CNC(=O)C1CCN(S(=O)(=O)c2ccc3nc4c(c(C(=O)O)c3c2)CC(C)CC4)CC1)OCC (stereo not drawn)	-12	0.5	0.0	-0.2	-0.8	0.0	-4	0.6	-1	0.6	2

Shown as a markdown table: 5 of the compounds above
| structure | ADAM10 inh | DAX1 inh-1 | FXN GAA850 act | hgDAF-12 ag | ssDAF12 agonist | DAX1 inh-2 | ADAM17 inh | hcDAF12 agonist | SMARCA2 activ | PG9 Ab binder | GC-A act |
| --- | --- | --- | --- | --- | --- | --- | --- | --- | --- | --- | --- |
| CN(C)S(=O)(=O)c1cccc(NC(=O)CCCc2nc3ccccc3c(=O)[nH]2)c1 | -10 | 0.9 | 0.5 | 1.1 | -0.6 | 0.9 | 1 | -0.6 | -3 | -1.2 | 0 |
| CCCOc1ccc(NC(=O)C2CCCNC2=O)cc1 (stereo not drawn) | -2 | 0.8 | -1.2 | 2.3 | -1.1 | 0.4 | -7 | -1.3 | -1 | 2.3 | 2 |
| COc1cc(CN2CCCCCC2)c([N+](=O)[O-])cc1OC | -2 | -0.5 | 0.1 | 1.4 | -1.2 | -0.4 | -5 | -1.1 | 2 | 1.3 | 2 |
| Cc1c(C)c2c(OCC(=O)Nc3ccc(CCO)cc3)cc3c(c2oc1=O)CCC(C)(C)O3 | i | -0.8 | 2.2 | 5.2 | -1.6 | -1.2 | i | 0.3 | 1 | 1.2 | 13 |
| Cc1cc(S(=O)(=O)NC2CCCC2)ccc1-n1cnnn1 | 4 | 0.1 | -0.6 | -1.1 | -0.2 | 0.0 | 0 | 0.1 | -3 | -1.3 | 0 |

Bioassay records: PubChem BioAssay, several laboratories
